Bioassay records: PubChem, Vanderbilt High Throughput Screening Facility
Cav32 inh: inhibitors of human Cav3.2 T-type calcium channel; 100,000 tested, 4% active; AID 449739; Cav3.2-expressing cells, Fluo-4 calcium fluorescence FDSS; stronger effect = lower value; B-score at 10 µM; O95180;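 active = single-dose well whose peak fluorescence ratio is a statistical outlier from its plate by either plate-standardised score or position-corrected B-score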
Starred values were filed as active, the others as inactive. These rows are one share of the data; the hit share may differ from the screen's.

Sample of the layout:
SMILES	Cav32 inh
COCC(C)n1c(COc2ccccc2F)nnc1SCc1c(C)noc1C (stereo not given)	-0.61
CN(C)c1ccc(/C=N/NC(=O)CN(c2cccc(Cl)c2)S(C)(=O)=O)cc1Br	-1.1
CCOc1ccc(Nc2oc(-c3ccc(Cl)cc3)nc2C#N)cc1	0.052
COc1ccc(N2C(=O)CC(Nc3ccc(C)cc3)C2=O)cc1 (stereo not given)	0.23
Cc1nn(CC(=O)Nc2sc3c(c2C#N)CCC(C(C)(C)C)C3)c(C)c1[N+](=O)[O-] (stereo not given)	-2.7
CCOC(=O)c1cnn(-c2cc(C)nc3c(-c4ccc(Cl)cc4)c(C)nn23)c1N	0.17

Main list, repeating the preview:
SMILES	Cav32 inh
COCC(C)n1c(COc2ccccc2F)nnc1SCc1c(C)noc1C (stereo not given)	-0.61
CN(C)c1ccc(/C=N/NC(=O)CN(c2cccc(Cl)c2)S(C)(=O)=O)cc1Br	-1.1
CCOc1ccc(Nc2oc(-c3ccc(Cl)cc3)nc2C#N)cc1	0.052
COc1ccc(N2C(=O)CC(Nc3ccc(C)cc3)C2=O)cc1 (stereo not given)	0.23
Cc1nn(CC(=O)Nc2sc3c(c2C#N)CCC(C(C)(C)C)C3)c(C)c1[N+](=O)[O-] (stereo not given)	-2.7
CCOC(=O)c1cnn(-c2cc(C)nc3c(-c4ccc(Cl)cc4)c(C)nn23)c1N	0.17
COC(=O)c1c(-c2ccncc2)csc1NC(=O)c1ccoc1C	-0.2
Cc1cccc(C)c1OCC(=O)N/N=C/c1ccc2c(c1)OCO2	-1.3
C=CCn1c(COc2ccccc2)nnc1SCC(=O)Nc1ccc2c(c1)OCCO2	-0.7
CCC(=O)Nc1nc2ccccc2n1CCN(CC)CC	0.27
Oc1ccc(Cl)cc1-c1cc(-c2ccccc2)n[nH]1	0.017
CCOC(=O)Nc1cc(C(=O)OCC)c(C)nc1C	-0.2
Cn1c(=O)c(C(=O)Nc2ncccc2O)c(O)c2ccccc21	0.17
COC(=O)c1cn(CC(=O)NCc2ccco2)c2ccccc12	0.37
Cc1nc(N2CCOCC2)[nH]c(=O)c1CCC(C)C	0.53
N/C(=N\OC(=O)c1ccc(Cl)c(Cl)c1)c1ccccn1	0.21
O=C(OCC(=O)N1CCN(C(=O)c2ccco2)CC1)c1ccccc1C(=O)c1ccccc1	1.1
COC(=O)[C@@]1(Cc2ccc(F)cc2)[C@H]2c3cc(C(=O)N(C)C)n(Cc4ccccc4)c3C[C@H]2CN1C(=O)c1ccccc1	-0.43
CC(C)CC(=O)Nc1ccc2oc(-c3ccncc3)nc2c1	0.75
CCOC(=O)CSc1ncc(OC)c(=O)[nH]1	0.12
CS(=O)(=O)N(Cc1ccccc1)c1ccc(C(=O)NCc2ccccc2)cc1	0.039
Cc1ccc(S(=O)(=O)Nc2ccc(S(=O)(=O)NC(C)(C)C)cc2)cc1	-1.6
COC(=O)c1cc2ccccc2c(=O)s1	0.58
O=C(c1ccccc1C(=O)N1CCN(c2ccc(F)cc2)CC1)N1CCN(c2ccc(F)cc2)CC1	-4.1*
Cc1csc(NC(=O)c2ccco2)n1	-0.33

Additional results:
SMILES	Cav32 inh
CC(=Nc1ccc(C)c(C)c1)C1=C(O)CCC1=O	-0.012
COc1cccc(OCC(O)CN2CCC(Cc3ccccc3)CC2)c1 (stereo not given)	-4.2*
COc1ccc(-c2noc(CCCOc3ccc(Cl)cc3Cl)n2)cc1	-0.49
N#CCCn1cc(C(CC(=O)c2ccccc2)C(=O)O)c2ccccc21 (stereo not given)	0.97
COc1cc(OC)c(Nc2cc(C)nc3nc(C)nn23)cc1Cl	0.4
Cc1cccc(N2CCN(C(=O)CCn3c(=O)[nH]c4ccccc4c3=O)CC2)c1C	-3.7
S=C(Nc1ccccc1)Nc1ccc(OCc2ccc(Cl)cc2Cl)cc1	0.23
CN(c1ccc(OCc2nnc(-c3ccccc3)o2)cc1)S(=O)(=O)c1ccccc1	-3.5
Cc1ccc(S(=O)(=O)/N=C(\Sc2ccccc2)c2ccccc2)cc1	-0.65
CC(=O)C(N=Nc1ccccc1)(Sc1nnc(-c2ccccc2)n1-c1ccccc1)C(C)=O	-4.4*
N#Cc1cc2c([nH]c1=S)CCCCCC2	0.74
Cn1cnnc1SC(C(=O)Nc1cccc(C(F)(F)F)c1)c1ccccc1 (stereo not given)	-2.1
COCCCNC(=O)c1ccc(N(C)S(C)(=O)=O)cc1	0.36
COC(=O)c1cc(-c2ccc(OC)c(OC)c2)n[nH]1	0.77
CCOC(=O)C1CCN(S(=O)(=O)Cc2ccccc2)C1=O (stereo not given)	0.69
CCn1c(SCC(=O)Nc2nc(-c3ccc(C)cc3)cs2)nnc1-c1ccccc1O	-3.8
Cn1c(SCC(=O)NC2CCCC2)nc2cccnc21	1.2
O=C(Nc1ccc(OC(F)(F)F)cc1)c1n[nH]c(Cn2cncn2)n1	0.053
O=C(Nc1ccccc1C(=O)OCn1nnc2ccccc2c1=O)c1ccco1	-0.31
CCOC(=O)N1CCN(C2=NC3(CCCCC3)C(C#N)C(=O)N2)CC1 (stereo not given)	-0.64
CCC(C)c1ccc(O)c(/C=N/O)c1 (stereo not given)	-1.3
Cc1ccc(CNC(=O)COC(=O)c2c(C)noc2C)cc1	0.48
Cc1c(C#N)c2ncn(CC#N)c(=O)c2n1-c1ccccc1	2.8
Clc1ccccc1OCCN1CCCCC1	-1.4
Nc1ccc2[nH]ncc2c1	1.2

Other results
SMILES	Cav32 inh
O=C(O)c1ccc(NCc2ccc3c(c2)OCO3)cc1	2.3
CCCSc1nnc(N2C(=O)CC(c3ccsc3)C3=C2CCCC3=O)s1 (stereo not given)	-0.7
COc1ccc(OC)c(C2C(C#N)=C(N)Oc3c2c(C)nn3-c2ccc(C)cc2)c1 (stereo not given)	0.11
CCn1ncc(C2=NOC(C(=O)NCc3ccccc3)C2)c1C (stereo not given)	0.47
CC(NC(=O)CSc1nnc(-c2cccc(S(=O)(=O)N3CCCCC3)c2)o1)C12CC3CC(CC(C3)C1)C2 (stereo not given)	-7*
Cc1ccc(-n2c(C)cc(C(=O)CSc3nnnn3C)c2C)cc1	-2.5
O=c1c(-c2ccc3c(c2)OCCO3)coc2c(CN3CCOCC3)c(O)ccc12	0.65
Cc1ccccc1OCC(=O)NC(=S)Nc1ccc2c3c(cccc13)CC2	0.014
CCCCC(=O)c1c(O)c2ccccc2oc1=O	-1.2
O=C(Nc1ccc(Br)cc1F)c1sccc1-n1cccc1	-0.46
Cc1ccccc1C(=O)NC1CCN(Cc2nnnn2C2CCCC2)CC1	-0.095
Cc1sc(-c2ccncc2)nc1OC(=O)c1ccc(Cl)cc1	-0.042
O=C(O)c1cccc(-c2nnn(Cc3ccccc3Cl)n2)c1	1.2
O=C(CSc1nc(C2CC2)nc2ccccc12)Nc1ccc2c(c1)OCCO2	0.043
CC(=O)c1ccc2c(ccc3ccccc32)c1	-0.71
O=C(Cc1cccs1)Nc1ccon1	1
CC(C)(C)OC(=O)N[C@@H](Cc1ccccc1)c1nnc(SCC(=O)c2ccc(Cl)cc2)o1	0.0074
O=S(=O)(c1ccc(S(=O)(=O)N2CCCN(Cc3ccccc3)C2)cc1)N1CCCCCC1	-1.3
COc1cc2c(C(=O)N3CCN(c4ccccc4C)CC3)c(C)oc2cc1Br	-1.5
CCN1CCN(C(c2cc3cccc(C)c3[nH]c2=O)c2nnnn2Cc2ccccc2)CC1 (stereo not given)	-0.37
O=C(CCCn1c(=S)[nH]c2ccsc2c1=O)NCc1ccco1	0.19
O=C(NCCc1ccccc1)C1CCCN1C(=O)Nc1ccc(F)cc1 (stereo not given)	0.99
COc1cccc(-c2nn(C)c3sc(C(=O)NCc4ccco4)cc23)c1	0.07
CCn1c(SCc2ccc(C)cc2)nnc1C1CCN(S(=O)(=O)c2ccc(OC)cc2)CC1	-4.8*
Cc1ccc(CCNC(=O)CCNS(=O)(=O)c2ccc3c(c2)c(=O)n(C)c(=O)n3C)cc1	-1.4

(continued)
SMILES	Cav32 inh
COc1ccc(-c2ccc(-c3noc(-c4ccccc4C)n3)c(OC)n2)cc1	-0.034
O=C(c1ccc(COc2ccc3ccccc3c2)o1)N1N=C(C(F)F)CC1(O)C(F)F (stereo not given)	-0.25
O=C(NC(Cc1ccccc1)C(=O)NCc1ccccn1)c1ccco1 (stereo not given)	0.09
COc1ccc(OC)c(C2C(C(=O)N(C)C)=C(C)Nc3nc4ccccc4n32)c1 (stereo not given)	0.59
CCCCn1c(Cl)nc2c1c(=O)n(C)c(=O)n2C	0.15
CCOc1ccc(C(=O)N2CCN(C(=O)c3ccco3)CC2)cc1OCC	0.33
CCN(CC(=O)NCCc1ccccc1)S(=O)(=O)c1ccc(Br)cc1	-1.1
COCCOCC(O)CN1CCN(c2ccccc2)CC1 (stereo not given)	-0.36
O=S(=O)(c1cccc2cccnc12)N1CCOCC1	-0.015
O=C(Nc1ccc(N2CCOCC2)cc1)Nc1ccc2nc(-c3ccco3)c(-c3ccco3)nc2c1	-0.0047
CCn1nccc1C(=O)NC1=C(C#N)CCC1	-0.24
O=c1c2ccccc2nc(/C=C/c2ccc([N+](=O)[O-])o2)n1CCCO	-0.54
COc1ccc(Br)cc1-c1nc(C)c(C(C)=O)n1O	-0.2
C=CCc1c(C)nc(C)nc1N/N=C/c1ccc(N(C)C)cc1	0.23
CC(NC(=O)Nc1nnc(C(F)(F)F)s1)(C(F)(F)F)C(F)(F)F	-7.7*
O=C(CSc1nnc(-c2ccncc2)n1Cc1ccccc1)NCCc1ccccc1	2.4
COc1ccccc1OCCn1cc(C#N)c2ccccc21	-0.049
Cc1c(CN(C)C(=O)CSc2nc(-c3ccco3)cc(C(F)(F)F)n2)cnn1C	0.033
CCOc1ccc(S(=O)(=O)Nc2nc3cc(OC)ccc3s2)cc1	0.32
O=C(N/N=C/c1cccc(C(F)(F)F)c1)C1CCN(c2ncc(C(F)(F)F)cc2Cl)CC1	0.018
CC(=O)NCCn1c(SCC(=O)c2ccc(Cl)cc2)nc2ccccc2c1=O	0.91
Cc1cc(NC(=O)c2c(F)cccc2Cl)n(-c2nc3ccccc3[nH]2)n1	-1.4
O=C1NCCN1C(=O)c1cccc(Cl)c1	0.25
CO/N=C/c1ccc(N2CCN(C(=O)c3ccc(Cl)cc3Cl)CC2)c([N+](=O)[O-])c1	-1.6
COc1cc(O)cc(O)c1C(=O)/C=C/c1ccccc1	-0.76

Later entries
SMILES	Cav32 inh
C=CCOC(=O)C1=C[C@H](C2CCCCC2)C[C@H](OCc2ccc(CO)cc2)O1	-0.62
O=C(CC1N=C2c3ccccc3N=C(SCc3ccc(Cl)cc3)N2C1=O)NCc1ccco1 (stereo not given)	-3.3
COc1ccc(S(=O)(=O)N(C)CC(=O)NCCC2=CCCCC2)cc1OC	0.45
CN1CCN(S(=O)(=O)c2ccc(-c3noc(C4CCN(S(C)(=O)=O)CC4)n3)cc2)CC1	0.56
C=C(C)CSc1nnc(-c2cccc(S(=O)(=O)N(C)C)c2)n1-c1cc(OC)ccc1OC	-3.2
CCOc1ccc(N(CC(=O)Nc2cccc(F)c2)S(=O)(=O)c2c(C)noc2C)cc1	-0.46
CC(Oc1ccc(Cl)cc1Cl)C(=O)Nc1ccc2oc(-c3ccncc3)nc2c1 (stereo not given)	0.034
COCCn1c(=NC(=O)c2ccc3c(c2)OCO3)c(C#N)cc2c(=O)n3cccc(C)c3nc21	1.6
N#C/C(=C1\CCCN1)c1nc2ccccc2c(=O)[nH]1	-0.95
COc1cc(C(CCN2CCCC(C)C2)c2c(OC)cc(OC)c3c2OC(=O)CC3c2ccc(N(C)C)cc2)cc(OC)c1OC (stereo not given)	-2.1
O=C(Nc1nnc(C(F)(F)F)s1)c1cccnc1	0.67
N#Cc1ccc(-c2ccc3c(c2)OCO3)nc1SCC(=O)OCc1ccccc1	-4.6*
CC(=O)NCCN=C(C)c1sc2ccccc2c1O	-0.0034
COc1ccc(-c2c(C)n([O-])c(C)c(C)[n+]2=O)cc1OC	-0.41
CCOc1cc(C)nc(N2CCCC(C(=O)NCc3ccccc3F)C2)n1 (stereo not given)	-0.67
CCOC(=O)C(NC(C)=O)(Nc1cccc(F)c1)C(F)(F)F (stereo not given)	-0.028
N#Cc1ccc(-c2cccnc2)nc1SCc1ccc(Cl)cc1Cl	-3.2
CCN(c1ccc(NC(=O)CN2C(=O)NC3(CCOc4ccccc43)C2=O)cc1)C(C)C (stereo not given)	-2.3
Cn1cccc1Cc1nnc(SCC(=O)NCc2ccc3c(c2)OCO3)n1CCc1ccccc1	-2.5
COc1ccc(NC(=O)Cn2nnc(C(=O)NCc3ccco3)c2N)c(OC)c1	0.45
CCOC(=O)C1CCN(c2nc3ccccc3nc2C(C#N)C(=O)OCCOC)CC1 (stereo not given)	-2.6
S=C(Nc1ccc(Cl)cc1)N1CCOCC1	0.73
CCCc1nc2ccc(NC(=O)NCCC(=O)OCC)cc2c(=O)n1Cc1ccc(Cl)cc1	-1
C=CCn1c(-c2ccc(Cl)cc2)c[nH]c1=S	-0.089
O=C(CNS(=O)(=O)c1ccc(Br)cc1)N1CCN(c2ccc(F)cc2)CC1	-7.8*

The listing continues.
SMILES	Cav32 inh
Nc1nc(NCc2ccco2)nn1-c1ccccc1	-0.33
COCCCn1c(-c2ccc(Cl)cc2)n[nH]c1=S	0.34
Cc1ccc(C(=O)N2CCN(S(C)(=O)=O)C2)cc1	-1.6
Cc1ccnc(SCCn2c(N3CCOCC3)nc3c2c(=O)[nH]c(=O)n3C)n1	0.6
O=C(NCCN1CCN(c2ccccc2)CC1)C1CCN(S(=O)(=O)c2cccs2)CC1	0.81
CCOC(=O)c1c(C)[nH]c(C(=O)COC(=O)C2CC2C)c1C (stereo not given)	0.003

Some values from the results shown.
Cav32 inh, CCOC(=O)c1c(C)[nH]c(C(=O)COC(=O)C2CC2C)c1C (stereo not given) stands at 0.003
Cav32 inh, Cc1ccnc(SCCn2c(N3CCOCC3)nc3c2c(=O)[nH]c(=O)n3C)n1 stands at 0.6
Cav32 inh, O=C(NCCN1CCN(c2ccccc2)CC1)C1CCN(S(=O)(=O)c2cccs2)CC1 stands at 0.81
Cav32 inh, Cc1ccc(C(=O)N2CCN(S(C)(=O)=O)C2)cc1 stands at -1.6
Cav32 inh, Nc1nc(NCc2ccco2)nn1-c1ccccc1 stands at -0.33
Cav32 inh, COCCCn1c(-c2ccc(Cl)cc2)n[nH]c1=S stands at 0.34
